ABCB6 inh MLPCN = inhibitors of human ABC transporter ABCB6; Q9NP58; K562-ABCB6 porphyrin accumulation, flow cytometry, 1 h; hits give low values; fluorescence ratio to DMSO, % at 10 µM; 360,000 tested, 0.19% active; AID 602162;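 active means fluorescence ratio to DMSO below 75%, the collection mean minus 3 SD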;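 further: signal is porphyrin accumulated inside mitochondria; 100% equals median channel fluorescence of DMSO control wells; lower ratio means ABCB6 inhibition with less porphyrin fluorescence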
N-glyco inh = N-linked glycosylation inhibition. AID 588692. D54 ERlucT glycosylation luciferase reporter, 24 h; percent of 100 nM tunicamycin response. reporter increase, % at 12.5 µM. 360,000 tested, 0.23% active;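 active means mean luciferase reporter signal, scaled so untreated is 0 and the glycosylation-blocking control 100, at or above a set limit in every replicate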;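 further: luciferase carries N-glycosylation sites so blocking glycosylation raises the light; 0% = median of neutral control wells and 100% = median of 100 nM tunicamycin wells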
Vif imaging = inhibitors of HIV Vif; HEK293T cells, Vif self-association by quenched fluorescence, imaging, 24 h; inhibition, % at 7.49 µM; 340,000 tested, 0.35% active; AID 602346; in the data active means inhibition above about 50%, passing the limit was not always enough; further: some results filed as inactive read as strong as hits
aDG glyco act = alpha-DG glycosylation activation; Pro5-aDG cells, alpha-DG glycosylation AlphaScreen (IIH6); 0% Pro5, 100% B10-LARGE cell signal; activation, % at 10 µM; 360,000 tested, 0.22% active;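 active means activation of at least 8% versus controls, or a plate z-score of at least 8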;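 further: Pro5 are CHO cells carrying HIG-tagged alpha-DG that lacks glycosylation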
TLR9-MyD88 block = inhibitors of human TLR9-MyD88 binding. Q9NR96+Q99836. CHO BLA complementation TLR9-MyD88, CCF4 FRET ratio. inhibition, % at 4.98 µM. 340,000 tested, 0.21% active. AID 504734;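 active means inhibition above the mean over all tested compounds plus 3 SD, cut at about 21% in these data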;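 further: 0% = DMSO only wells and 100% = clavulanate BLA inhibitor control wells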
NOD2-RIPK2 inh = NOD2-RIPK2 protein interaction inhibition; O43353; CHO BLA complementation NOD2-RIPK2, CCF4 ratio; inhibition, % at 4.98 µM; 360,000 tested, 0.38% active; AID 624267; in the data active means inhibition above about 21%;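 further: 0% = vehicle only and 100% = reference blocker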
Target sequence (O43353 whole entry, looked up): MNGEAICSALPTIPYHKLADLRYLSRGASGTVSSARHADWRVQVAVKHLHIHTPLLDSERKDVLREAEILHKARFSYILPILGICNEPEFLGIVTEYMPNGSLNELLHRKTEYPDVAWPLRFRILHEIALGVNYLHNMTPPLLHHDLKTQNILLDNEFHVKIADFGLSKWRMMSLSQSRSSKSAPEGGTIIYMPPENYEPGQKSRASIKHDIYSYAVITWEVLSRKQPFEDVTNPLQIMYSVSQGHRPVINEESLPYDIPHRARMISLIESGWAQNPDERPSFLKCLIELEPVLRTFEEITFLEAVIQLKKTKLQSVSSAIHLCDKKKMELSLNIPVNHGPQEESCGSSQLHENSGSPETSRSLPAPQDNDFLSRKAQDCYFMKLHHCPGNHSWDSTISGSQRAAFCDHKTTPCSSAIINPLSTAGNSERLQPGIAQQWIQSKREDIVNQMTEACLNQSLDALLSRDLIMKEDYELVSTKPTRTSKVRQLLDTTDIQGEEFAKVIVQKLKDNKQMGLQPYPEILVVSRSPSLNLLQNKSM
ABHD5 PLIN5 PPI = inhibitors of human ABHD5-perilipin-5 interaction. Split G. princeps luciferase complementation, luminescence, 4 h. inhibition, % at 4 µM. 360,000 tested, 0.78% active;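 active means inhibition above the mean inhibition across every tested compound plus 3 SD, cut at about 22% in these data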;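 further: 0% = DMSO only wells and the 100% control is not disclosed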
MC4R ag barr = agonists of human melanocortin 4 receptor (MC4R) beta-arrestin; P32245; AID 540308; activation, % at 8.9 µM; U2OS MC4R beta-arrestin complementation, luminescence; percent of melanotan II response, DMSO zero; 360,000 tested, 0.98% active;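 active means activation above a per-plate cutoff, the mean activation of sample wells on that plate plus 3 SD, cut at about 8% in these data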
Target sequence (P32245 whole entry, looked up): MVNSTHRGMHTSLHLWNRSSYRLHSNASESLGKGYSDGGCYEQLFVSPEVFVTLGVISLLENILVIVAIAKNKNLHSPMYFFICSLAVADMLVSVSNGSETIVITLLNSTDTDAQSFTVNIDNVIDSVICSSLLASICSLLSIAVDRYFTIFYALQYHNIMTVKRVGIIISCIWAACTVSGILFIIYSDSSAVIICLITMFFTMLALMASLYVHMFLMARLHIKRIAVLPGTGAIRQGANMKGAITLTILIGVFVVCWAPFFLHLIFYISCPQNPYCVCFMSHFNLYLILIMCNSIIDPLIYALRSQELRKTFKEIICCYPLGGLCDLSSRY
Granule exo inh = lytic granule exocytosis inhibition | 360,000 tested, 0.66% active | TALL-104 LAMP-1 surface exposure, flow cytometry; cells stimulated with thapsigargin and PMA | inhibition, % at 10 µM;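 active means inhibition above about 55%, limit read from the data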
MC4R antag cAMP = blocks human MC4R cAMP signaling; P32245; inhibition, % at 6.5 µM; MC4R-expressing cells, MTII-stimulated cAMP, LANCE TR-FRET; 360,000 tested, 0.48% active;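 active means inhibition above its plate's cutoff, the mean of tested wells on that plate plus 3 SD, cut at about 29% in these data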;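 further: 0% = Melanotan II alone and 100% = Melanotan II plus saturating MCL0020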
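System – human MC4R-expressing U2OS cells · Also added – Melanotan II · Dosing – one concentration, 6.5 µM nominal · Timing – 30-min compound, 1-h challenge, 1-h detection, room temperature · Measured by – Eu-cAMP/anti-cAMP TR-FRET, emission 671 nm · Replicates – singlicate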
Numbers without * were called inactive; nt = not tested or not shown. The list is partial; count on the stated rates, not on these rows.

No.	ABCB6 inh MLPCN	N-glyco inh	Vif imaging	aDG glyco act	TLR9-MyD88 block	NOD2-RIPK2 inh	ABHD5 PLIN5 PPI	MC4R ag barr	Granule exo inh	MC4R antag cAMP	SMILES
1	94	3	3	0.2	4	1	1	-2.7	0	-4	COc1ccc(NC(=O)NN2CCOCC2)cc1OC
2	100	1	0	0.0	-2	9	-3	-0.7	4	-1	COCCNC(=O)c1cn(C)c2ccccc2c1=O
3	99	0	-1	0.3	-3	3	0	-1.3	9	11	O=C(Cn1nc(C(F)(F)F)cc1C1CC1)Nc1ccccc1F
4	93	0	nt	0.1	8	4	-8	-3.5	22	4	CCOC(=O)C1CCCN(C(=O)C2CCN(S(=O)(=O)c3ccc4ccccc4c3)CC2)C1 (stereo unspecified)
5	101	0	6	-0.1	-5	-12	-1	0.5	2	8	O=C(COC(=O)Cc1ccsc1)Nc1ccc(F)cc1Cl
6	98	-1	-15	0.0	-4	3	-5	-3.0	0	-2	COc1ccc(NC(=O)CSc2n[nH]c(N)n2)cc1OC
7	87	-3	-4	0.2	-12	7	0	1.9	-3	-4	O=C(CN(C(=O)CSc1nc2ccccc2o1)c1ccccc1)NC1CCCCC1
8	102	0	nt	0.1	-10	1	-7	-0.2	83*	4	Cc1nc(-c2ccc(Cl)cc2)sc1C1(C)CC(c2ccccc2)=NO1 (stereo unspecified)
9	99	1	2	-0.4	6	-1	3	1.7	17	-5	Cc1c(C(=O)CN2CCOCC2)[nH]c2ccccc12
10	100	-4	-5	0.0	0	-8	10	8.8*	-5	5	COC(=O)c1sc2ncccc2c1OCc1ccc(Cl)cc1
11	90	2	12	-0.1	2	-23	1	0.7	-6	-3	Cc1ccc(NC(=O)C2CCN(C(=O)NCc3ccccc3)CC2)cc1C
12	87	-1	2	-0.3	-7	-1	1	-0.2	0	3	NNC(=O)CNC(=O)c1ccccc1F
13	93	1	25	-0.1	1	-4	1	-0.7	-3	4	CC12CCC(c3c(C(=O)O)nn(-c4ccc(F)cc4)c31)C2(C)C (stereo unspecified)
14	102	0	-7	-0.1	-10	-7	8	0.2	4	-2	CCN(C(=O)COC(=O)C12CC3CC(CC(NC(C)=O)(C3)C1)C2)C1CCCCC1
15	102	0	-4	0.3	3	-2	3	-2.0	14	9	COc1ccc(S(=O)(=O)N2CCCC(C(=O)N3CCOCC3)C2)cc1Cl (stereo unspecified)
16	95	-1	0	0.3	5	-1	-7	-0.4	2	20	COc1cccc(N2CCN(C(=O)CCSCc3ccccc3F)CC2)c1
17	98	-1	5	-0.1	4	-2	-11	-1.2	2	4	Cc1cccc(N2C(=O)N3[C@@H]4c5ccccc5OC[C@@H]4[C@@H](c4ccccc4)[C@@]3(C)C2=O)c1
18	106	6	-6	0.0	-5	-8	-5	1.7	7	18	CCOC(=O)C(C)Sc1nc2c(cnn2-c2ccc(F)cc2)c(=O)[nH]1 (stereo unspecified)
19	101	1	-5	0.2	7	7	5	-1.7	-2	-1	CCC(=O)N1CCCC(C(=O)c2ccc(-c3ccccc3)cc2)C1 (stereo unspecified)
20	106	1	5	0.3	-2	-3	0	-1.3	4	-5	O=C1C=C(NNC(=O)c2ccncc2)CC(c2ccccc2)C1 (stereo unspecified)
21	92	-2	-5	0.1	2	-1	1	-2.9	1	3	CCc1ccc(OCC(=O)NCCc2ccc3c(c2)OCCO3)cc1
22	89	14	0	0.0	8	39*	9	6.2	0	31*	CC(NC(=O)CN(c1cccc(C(F)(F)F)c1)S(=O)(=O)c1ccc(Cl)c([N+](=O)[O-])c1)c1ccccc1 (stereo unspecified)
23	129	nt	nt	-0.3	nt	-1	6	nt	6	nt	Cc1cc2nc(-c3cccc(Cl)c3)c(Cc3cccc(Cl)c3)n2c(C)c1Br
24	93	-1	-10	0.3	3	-5	-4	-3.8	1	6	CC1CN(C(=O)c2cccc(S(=O)(=O)N3CCN(c4ccc(F)cc4)CC3)c2)CC(C)O1 (stereo unspecified)
25	97	3	11	0.4	-2	-6	-1	-1.5	1	2	CCOC(=O)N1CCN(C(=O)CCNS(=O)(=O)c2ccc3c(c2)c(=O)n(C)c(=O)n3C)CC1
26	100	0	-6	-0.2	-13	-5	1	-1.9	6	5	CC(=O)Nc1ccc(S(=O)(=O)Nc2nnc(C(C)(C)C)s2)cc1
27	99	-1	nt	0.0	6	7	0	-0.5	-6	-5	Cc1onc(-c2ccccc2)c1C(=O)N1CCN(C/C=C/c2ccccc2)CC1
28	97	-1	-12	-0.3	5	9	0	-3.4	1	0	CCc1ccc(OCC(=O)N2CCN(c3ccccc3F)CC2)cc1
29	96	-11	-3	0.1	2	13	-4	-0.4	1	5	COc1cccc(NC(=O)c2ccc3c(c2)OCO3)c1
30	101	1	-3	-0.1	-2	-1	-2	0.2	2	10	CC(=O)NC(Cc1ccccc1)C(C)=O (stereo unspecified)

2 entries from above, with tabs.
cpd	smiles	ABCB6 inh MLPCN	N-glyco inh	Vif imaging	aDG glyco act	TLR9-MyD88 block	NOD2-RIPK2 inh	ABHD5 PLIN5 PPI	MC4R ag barr	Granule exo inh	MC4R antag cAMP
2	COCCNC(=O)c1cn(C)c2ccccc2c1=O	100	1	0	0.0	-2	9	-3	-0.7	4	-1
18	CCOC(=O)C(C)Sc1nc2c(cnn2-c2ccc(F)cc2)c(=O)[nH]1 (stereo unspecified)	106	6	-6	0.0	-5	-8	-5	1.7	7	18

Back to the main list; the 2 compounds before the break are reprinted first.
No.	ABCB6 inh MLPCN	N-glyco inh	Vif imaging	aDG glyco act	TLR9-MyD88 block	NOD2-RIPK2 inh	ABHD5 PLIN5 PPI	MC4R ag barr	Granule exo inh	MC4R antag cAMP	SMILES
29	96	-11	-3	0.1	2	13	-4	-0.4	1	5	COc1cccc(NC(=O)c2ccc3c(c2)OCO3)c1
30	101	1	-3	-0.1	-2	-1	-2	0.2	2	10	CC(=O)NC(Cc1ccccc1)C(C)=O (stereo unspecified)
31	84	-7	5	0.0	-1	-6	-2	-1.4	-4	-4	Cc1ccc(S(=O)(=O)c2c(COC(=O)c3ccc(Cl)cc3)c(-c3ccccc3)nn2C)cc1
32	84	0	6	-0.2	-2	-5	-1	-0.4	0	0	Cc1cccc(-n2nnc(C(=O)NCc3ccco3)c2N)c1
33	102	0	5	0.2	-2	-2	1	1.2	1	-5	O=C(CSc1nc2ccccc2[nH]1)NCCc1ccc(Cl)cc1
34	96	-3	-2	-0.1	2	8	2	-1.8	0	2	CCCC(=O)Nc1ccc(Cl)c(NC(=O)c2cccnc2)c1
35	81	-4	-15	0.3	0	-15	9	1.5	6	3	O=S(=O)(c1ccc2nc(COc3ccc(Cl)cc3Cl)[nH]c2c1)N1CCOCC1
36	101	1	-1	0.2	-4	-6	1	-0.3	2	7	CN(C)c1nc(Oc2ccc(=O)[nH]n2)nc(N2CCOCC2)n1
37	102	0	10	-0.1	-6	-1	2	-1.2	0	17	CCOCCCNS(=O)(=O)Cc1ccccc1
38	86	0	-20	0.0	-10	-8	-1	2.1	22	-2	COc1ccc(CC(=O)NC2CCN(CC(=O)N3CCCc4ccccc43)CC2)cc1OC
39	96	2	-24	0.2	-5	-4	4	-0.3	0	-2	CN(C(=O)c1ccc(NC(=O)Cc2ccc(NC(=O)C3CCCN(C(=O)CCc4ccccc4)C3)cc2)cc1)C1CC1 (stereo unspecified)
40	101	2	-2	-0.2	2	-3	-1	0.1	-4	-2	CN(Cc1ccccc1)C(=O)C(=O)c1c[nH]c2ccccc12
41	97	-6	-4	0.1	1	-9	-4	1.1	6	6	CCOC(=O)c1sc(NC(=O)c2cc(-c3ccccc3C)nc3ccccc23)c(C#N)c1C
42	89	-4	-8	0.3	-4	6	0	0.2	28	6	C=CC[C@@H](CC(=O)N[C@H](CO)Cc1ccccc1)C(=O)NCCOC(=O)[C@@H](CC=C)Cc1ccc(F)cc1
43	96	1	-1	-0.2	-1	-9	8	-2.6	14	3	O=C(O)c1ccc(CSc2nnc(-c3ccc(Cl)cc3)o2)cc1
44	81	0	9	0.0	-12	-2	-9	-1.5	-1	-3	Cc1ncc(CSc2nccc(=O)[nH]2)c(CO)c1O
45	94	0	15	0.0	6	0	6	-1.7	-3	10	Cc1ccc(C(=O)OC(C(=O)O)C(OC(=O)c2ccc(C)cc2)C(=O)O)cc1 (stereo unspecified)
46	100	-13	-9	4.4	-14	10	9	5.4	35	-7	COc1cccc(/C=C2/Sc3ccc(C(=O)NCCN4CCCCCC4)cc3NC2=O)c1
47	91	2	23	-0.1	-3	-13	5	-1.4	0	0	O=C(OCC(=O)c1ccc[nH]1)c1ccc([N+](=O)[O-])cc1
48	89	-15	-2	2.1	4	-2	-18	-1.2	0	15	CC1(C)CC2CC(C)(CN2S(=O)(=O)c2ccc(C(=O)Nc3ccc(S(=O)(=O)N4CCOCC4)cc3)cc2)C1 (stereo unspecified)
49	102	0	-1	-0.2	5	-4	-6	4.4	-4	9	COCCCN1CCc2[nH]c(=S)[nH]c(=O)c2C1
50	96	-2	-5	0.2	11	-3	-4	1.3	0	0	COc1ccc(C(=O)CSc2n[nH]c(-c3ccco3)n2)cc1
51	97	-1	14	0.0	3	-5	-2	0.6	6	17	O=C(OCN1C(=O)c2ccccc2C1=O)c1cccnc1SC(F)F
52	101	1	25	0.0	8	-17	-1	-1.8	4	-2	CCCCCOC(=O)CSc1nnc(-c2cc(OC)c(OC)c(OC)c2)o1

A second format for two compounds above.
no.	canonical_smiles	ABCB6 inh MLPCN	N-glyco inh	Vif imaging	aDG glyco act	TLR9-MyD88 block	NOD2-RIPK2 inh	ABHD5 PLIN5 PPI	MC4R ag barr	Granule exo inh	MC4R antag cAMP
50	COc1ccc(C(=O)CSc2n[nH]c(-c3ccco3)n2)cc1	96	-2	-5	0.2	11	-3	-4	1.3	0	0
51	O=C(OCN1C(=O)c2ccccc2C1=O)c1cccnc1SC(F)F	97	-1	14	0.0	3	-5	-2	0.6	6	17

Screens deposited in PubChem BioAssay by several laboratories.
